Screening data from PubChem BioAssay.
14-3-3 PPI: alters human 14-3-3 gamma binding to Raf peptide. P61981. FP, 14-3-3gamma / TMR-pS259-Raf peptide binding. inhibition, % at 40 µM. hit rate 0.19% among 160,000. AID 422; in the data active means inhibition above about 30%;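 further: 0% = protein plus tracer without compound and 100% = blank with tracer alone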
Target sequence (P61981 whole entry, looked up): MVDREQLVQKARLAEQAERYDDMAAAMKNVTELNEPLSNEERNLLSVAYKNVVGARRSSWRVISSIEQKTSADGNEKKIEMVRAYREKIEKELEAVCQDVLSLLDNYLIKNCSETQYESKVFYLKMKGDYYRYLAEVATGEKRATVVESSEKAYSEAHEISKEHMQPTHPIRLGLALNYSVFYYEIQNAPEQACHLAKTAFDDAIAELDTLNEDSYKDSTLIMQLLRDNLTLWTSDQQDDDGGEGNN
The depositor's hits bear a star; & = joins results of further samples. An excerpt (hit frequency here may not be typical).

SMILES | 14-3-3 PPI
COc1ccccc1N1CCN(S(=O)(=O)c2cc([N+](=O)[O-])ccc2Cl)CC1 | -2
N#CC1(C#N)C(c2ccccc2)C(C(=O)c2ccc(F)cc2)N2c3ccc(Cl)cc3C=CC21 (centres undefined) | -168
CC1=C(C(=O)Nc2ccccc2C)C2(CCCC2)C(C(N)=O)C(=O)N1 (centres undefined) | 0
CC(C)N(C)C1CCN(C(=O)Nc2ccc(Cl)cc2)CC1 | -1
COc1ccccc1OCC(=O)N(Cc1nc(-c2ccccc2)no1)C1CCCCC1 | 3
Cc1cc(C)n(C(=O)CNC(=O)c2ccc3c(c2)OCCO3)n1 | 0
Fc1cccc(-c2nnc3ccc4cc(C(F)(F)F)ccc4n23)c1 | 6
O=S(=O)(c1ccccc1)c1nc(-c2cccs2)oc1SCc1ccccc1F | -85
CCOC(=O)N1CCC(c2[nH][nH]c(=O)c2C)CC1 | -8
C=CCn1c(=O)[nH]c2cc(C(=O)N3CCN(c4cc(C)ccc4C)CC3)ccc2c1=O | 1
Cc1nnc(SCC(=O)NCC2CCCO2)n1-c1ccccc1 (centres undefined) | -3
CCOc1ccc(-c2cc(C(=O)O)c3cc(Br)ccc3n2)cc1 | 14&1
O=[N+]([O-])c1ccc(Cl)c(-c2ncnn2-c2ccc(F)cc2)c1 | -6
O=C(NC1CCCC1)C1c2ccccc2Oc2ccccc21 | 0
Cc1c(C(=O)N2CCCCC2)oc2ccc(S(=O)(=O)N3CC(C)CC(C)C3)cc12 (centres undefined) | -8
COc1cccc(C2C(C(N)=O)=C(C)Nc3ncnn32)c1 (centres undefined) | -2
COCCNC(=O)c1cc(-c2cccc(Cl)c2)on1 | -5
Cc1ccc2oc(=O)c3cc(C(=O)N4CCN(C(=O)c5ccco5)CC4)sc3c2c1 | -1
O=C(NCCSc1c[nH]c2ccccc12)C12CC3CC(CC(C3)C1)C2 | 0
COc1ccccc1C(=O)Nc1c2c(nn1C(C)(C)C)CS(=O)C2 (centres undefined) | -3
COc1ccc(S(=O)(=O)Cc2ccc(C(=O)N3CCC(C(N)=O)CC3)o2)cc1 | -6
CC(=O)Nc1ccc(S(=O)(=O)NC(Cc2ccccc2)C(=O)O)cc1 (centres undefined) | -2
O=C(Nc1ccc2oc(-c3ccc(F)cc3)nc2c1)c1ccc2ccccc2c1 | -28
Cc1ccc(S(=O)(=O)CCC(=O)c2ccc(O)cc2O)cc1 | -9
CCOc1c(CNCCNC(=O)c2nonc2N)cccc1OC | -1

An excerpt from above in order of the 14-3-3 PPI value, highest first:
SMILES | 14-3-3 PPI
Fc1cccc(-c2nnc3ccc4cc(C(F)(F)F)ccc4n23)c1 | 6
O=C(NC1CCCC1)C1c2ccccc2Oc2ccccc21 | 0
CCOc1c(CNCCNC(=O)c2nonc2N)cccc1OC | -1
COc1ccccc1N1CCN(S(=O)(=O)c2cc([N+](=O)[O-])ccc2Cl)CC1 | -2
COc1ccccc1C(=O)Nc1c2c(nn1C(C)(C)C)CS(=O)C2 (centres undefined) | -3
O=[N+]([O-])c1ccc(Cl)c(-c2ncnn2-c2ccc(F)cc2)c1 | -6
O=C(Nc1ccc2oc(-c3ccc(F)cc3)nc2c1)c1ccc2ccccc2c1 | -28

Copied from the list:
Cc1cc(C)n(C(=O)CNC(=O)c2ccc3c(c2)OCCO3)n1 @ 14-3-3 PPI: 0
COc1ccccc1N1CCN(S(=O)(=O)c2cc([N+](=O)[O-])ccc2Cl)CC1 @ 14-3-3 PPI: -2

Later entries:
SMILES | 14-3-3 PPI
Cc1ccc(NC(=O)c2cccc(Oc3ccc(C#N)cc3)c2)cc1 | -12
Cc1ccc(N2C(=O)CC(NCCCN3CCOCC3)C2=O)cc1 (centres undefined) | 9
O=c1oc2cc(O)ccc2cc1-c1nc(-c2cccs2)cs1 | -27
Cc1ccc(-n2nc3c(c2NC(=O)CC2CCCCC2)CS(=O)(=O)C3)c(C)c1 | 0
O=C(Nc1ccccc1)c1cnc2n(c1=O)CCS2 | 2&9
CC1(O)N(CC(=O)O)C(=O)OC12CCCCC2 (centres undefined) | 1
O=C(NC1=NCCS1)c1ccc(Cl)s1 | 2
COc1ccc(-c2noc(CSc3nnc(-c4ccncc4)n3-c3ccc(F)cc3)n2)cc1OC | -8
Cc1cc(C)n(-c2cc(-c3ccccc3)nc(C)n2)n1 | -7
COC(=O)c1ccc(NC(=O)c2oc(=O)c3ccccc3c2-c2ccc(C)cc2)cc1 | -7
Cc1ccc(NC(=O)C2CCCN(S(=O)(=O)c3cccc4nsnc34)C2)cc1C (centres undefined) | -13
CCNC(=O)c1cc2c(=O)n3ccccc3nc2n(C(C)C)c1=N | 5
N#CCSc1nc2cc(C(=O)N3CCC(C(N)=O)CC3)ccc2c2nc3ccccc3n12 | -6
COc1nc(-c2ccc(Cl)cc2)ccc1-c1noc(-c2ccco2)n1 | -23
Cc1ccc2[nH]c3c(c2c1)CN(C(=O)CN1CCN(Cc2ccc4c(c2)OCO4)CC1)CC3 | 6
Cc1c(CCC(C)C)c(N2CCN(CCO)CC2)n2c(nc3ccccc32)c1C#N | -14
COc1ccccc1C1/C(=C(\O)c2ccccc2)C(=O)C(=O)N1CC(C)O (centres undefined) | -11
CC(=O)Nc1ccc(OCC(O)Cn2nc(C)nc2C)cc1 (centres undefined) | -2
O=C(Nc1ccc(Cl)c(C(F)(F)F)c1)C(Cc1ccccc1)N1C(=O)C2CCCCC2C1=O (centres undefined) | -2
O=C(NCCc1ccccc1Cl)c1ccc(N2CC3CC(C2)c2cccc(=O)n2C3)c(NS(=O)(=O)c2ccc(F)cc2)c1 (centres undefined) | -4
CCN1/C(=C/c2ccc3cccc(C)c3[n+]2C)Sc2ccccc21 | -60
O=C(c1cccn2c(=O)c3ccccc3nc12)N1CCN(Cc2ccc3c(c2)OCO3)CC1 | 0
Cc1ccc(N2C(=O)C(N3C(=O)c4cccc([N+](=O)[O-])c4C3=O)C2c2ccc3c(c2)OCO3)cc1Cl (centres undefined) | -2
CC(C)NC(=O)NC12CC3CC(CC(C3)C1)C2 | 2
CCC(C)NC(=O)c1cc(Nc2ccc(C(C)C)cc2)nc2ccccc12 (centres undefined) | -10

A section of the results above, for reference:
SMILES | 14-3-3 PPI
COc1nc(-c2ccc(Cl)cc2)ccc1-c1noc(-c2ccco2)n1 | -23
Cc1ccc2[nH]c3c(c2c1)CN(C(=O)CN1CCN(Cc2ccc4c(c2)OCO4)CC1)CC3 | 6
Cc1c(CCC(C)C)c(N2CCN(CCO)CC2)n2c(nc3ccccc32)c1C#N | -14
COc1ccccc1C1/C(=C(\O)c2ccccc2)C(=O)C(=O)N1CC(C)O (centres undefined) | -11

3 entries picked at random from the list so far:
SMILES | 14-3-3 PPI
Cc1nnc(SCC(=O)NCC2CCCO2)n1-c1ccccc1 (centres undefined) | -3
CCOC(=O)N1CCC(c2[nH][nH]c(=O)c2C)CC1 | -8
Cc1ccc(NC(=O)c2cccc(Oc3ccc(C#N)cc3)c2)cc1 | -12

(list continues)
SMILES | 14-3-3 PPI
COc1ccc(OC)c(Nc2nc(-c3c(C)nc4sccn34)cs2)c1 | 5
CCOc1ccc(C2Oc3ccc(Br)cc3C=C2[N+](=O)[O-])cc1OC (centres undefined) | 2
COC(=O)c1cc(NC(=O)c2nccnc2C(=O)O)cc(C(=O)OC)c1 | -2
Nc1nc(-c2cccnc2)nn1S(=O)(=O)c1ccccc1 | -4
Cc1ccc(NC(=O)c2oc3ccc(S(=O)(=O)N4CC(C)CC(C)C4)cc3c2C)c(C)c1 (centres undefined) | 5
CCC(C)(C)NC(=O)C(c1cccn1C)N(C(=O)Cn1nnc2ccccc21)c1ccccc1OC (centres undefined) | 2
O=C(Nc1ccc(N2CCCCC2)cc1)c1cccnc1 | -14
O=C(NCC1COc2ccccc2O1)c1cc(-c2cccnc2)nc2ccccc12 (centres undefined) | -3
COc1ccc2c(c1)CCc1c(C(=O)NCc3ccc(Cl)cc3)noc1-2 | -3
O=C1CC2(CCCCC2)Oc2ccc(OCC(=O)N3CCOCC3)cc21 | -1&-4
CCCSc1nc(C)c2cc(C)cc(C)c2n1 | -3
Cc1nc(SCC(=O)c2ccccc2F)c2c3c(sc2n1)CCCC3 | -19
CCC(=O)Nc1nnc(-c2ccco2)o1 | 2
O=C(CSc1nc2c(c(=O)n1-c1ccc([N+](=O)[O-])cc1)SCC2)Nc1ccccc1F | -8
CC1CN(S(=O)(=O)c2ccc(NC(=O)CCN3C(=O)c4ccccc4C3=O)cc2)CC(C)O1 (centres undefined) | -3&-13
FC(F)(F)c1nc2ccccc2nc1-c1ccccc1 | -7
CC[n+]1c(C)n(-c2ccccc2)c2ccc(NC(C)=O)cc21 | -6
CC(=O)Nc1cc(C(=O)O)ccc1S(=O)(=O)c1ccc(C)cc1 | 0
CC(=C1C(=O)c2ccccc2C1=O)N1CCC(C(N)=O)(N2CCCCC2)CC1 | -27
Cc1c2c(nc3c(C(=O)NC4CCCC4)cnn13)CCCC2 | -6
CN(C)S(=O)(=O)c1ccc(C(=O)Nc2ccc(CN3CCCC3)cc2)cc1 | -3
CCCCOc1ccc(C(=O)Nc2c3c(nn2-c2cccc(C)c2C)CSC3)cc1 | 2
CC(Nc1cc(N2CCN(C(=O)c3ccc(Br)cc3)CC2)ccc1[N+](=O)[O-])C12CC3CC(CC(C3)C1)C2 (centres undefined) | -5
COC(=O)c1sc(NC(=O)c2ccc(Cn3cc(Cl)cn3)o2)c(C#N)c1C | -11&-84
OC[C@H]1O[C@@H](n2cnc3c(NCCc4ccccc4)ncnc32)C(O)[C@H]1O (some centres undefined) | 2
Additional entries.
SMILES | 14-3-3 PPI
O=C(CSc1nnnn1-c1ccc2c(c1)OCCO2)Nc1nc2c(s1)CCCC2 | -2
O=C1C(c2ccc(Cl)cc2)N(C2CCCCCCC2)C(=O)CN1C1CCCC1 (centres undefined) | -2
CN1C(=O)C2(N=c3ccccc3=N2)c2ccccc21 | -6
CCOC(=O)c1[nH]c(C)c(/C(O)=C2\C(=O)C(=O)N(CCCN3CCOCC3)C2c2cccnc2)c1C (centres undefined) | -9
O=C(NCCSCc1ccco1)Nc1ccc(Cl)cc1 | -2
O=C(NCc1n[nH]c(=S)n1Cc1ccccc1)c1ccc(S(=O)(=O)N2CCCCC2)cc1 | -9
CCC(C)n1[nH]c(=O)c2c(C)cc(C)nc21 (centres undefined) | 3
Nc1nc(-c2ccco2)nn1C(=O)CCc1ccccc1 | -3
N#Cc1cn(CC(=O)Nc2ccccc2F)c2ccccc12 | -4
O=C1C(Cl)=C(N2CCOCC2)C(=O)N1c1cccc(Cl)c1 | -2
O=C(NCCc1ccccc1)c1cc2nc(-c3ccc([N+](=O)[O-])cc3)cc(C(F)(F)F)n2n1 | -2
CCOc1ccc(C2CC(c3ccccc3C)n3nc(N)nc3N2)cc1 (centres undefined) | -4
c1ccc(-c2cn3nc(-c4ccccc4)sc3n2)cc1 | 0
COc1ccccc1N1CCN(C2=NS(=O)(=O)c3ccccc32)CC1 | -4
C/C(Cl)=C\Cn1c(Nc2cccc(C)c2)nc2c1c(=O)n(C)c(=O)n2C | -4
CC(C)C(c1nnnn1C(C)(C)C)N1CCN(c2cccc(Cl)c2)CC1 (centres undefined) | -2
COc1cccc(NC2c3ccccc3C(=O)N2Cc2ccco2)c1 (centres undefined) | 1
COC(=O)c1ccccc1NC(=O)C1CCCN(S(=O)(=O)c2ccc(F)cc2)C1 (centres undefined) | 0
COc1cccc(C2=CC(c3ccc(SC)cc3)n3ncnc3N2)c1 (centres undefined) | -4
COCCN1C(=O)c2ccccc2C(C(=O)NC2CCCCC2)C1c1cn(C)c2ccccc12 (centres undefined) | 0
CCOC(=O)C1=C(C)NC(=O)CC1c1ccccc1[N+](=O)[O-] (centres undefined) | 5
COc1ccc(N2C(=O)C3C(c4ccc(F)cc4)OC4(C(=O)c5ccccc5C4=O)C3C2=O)cc1 (centres undefined) | -5
Cc1cc(C)n(C2CCCCC2OC(=O)c2ccccc2)n1 (centres undefined) | -3
CN(CCNC(=O)C1CCN(S(=O)(=O)c2cccc3nonc23)CC1)Cc1ccccc1 | -14
Cc1ccc(/C(O)=C2\C(=O)C(=O)NC2c2ccc3c(c2)OCO3)cc1 (centres undefined) | -6
Next section.
SMILES | 14-3-3 PPI
CCCNC(=O)NCCc1c(C)[nH]c2ccccc12 | -1
CC[n+]1c(/C=C2/Sc3ccccc3N2C)ccc2cccc(C)c21 | -96
COC(=O)c1cn(C(=O)c2ccc(C(C)(C)C)cc2)c2ccccc12 | -1
O=C(Nc1ccc(Oc2ccccc2)cc1)C1CCN(S(=O)(=O)c2ccc(Cl)cc2)CC1 | -4
CC1=CC(=O)N(CCNC(=O)C2CCCNC2=O)C1=O (centres undefined) | 0
O=C(C(Cc1ccccc1)n1cccc1)N1CCN(Cc2ccccc2)CC1 (centres undefined) | -5
Cc1cc(C)cc(-c2nnc(SCC(=O)N3CCN(C(=O)c4ccco4)CC3)o2)c1 | 0
COc1ccccc1NC(=O)c1c(NCc2cccs2)sc2c1CCC2 | -154
CC(C(=O)O)C(C(=O)O)C(C)c1ccccc1 (centres undefined) | 1
CN1C(=O)c2cccc(NCCCCN3C(=O)c4ccccc4C3=O)c2C1=O | 0
Cn1cc(S(=O)(=O)CC(=O)N2CCCc3ccccc32)c2ccccc21 | -1&10
C=CCOc1ccc(C2NC(=O)NC(C)=C2C(=O)OC)cc1 (centres undefined) | -7&8
Cc1ccc(-n2nc(C(=O)NCCCN3CCOCC3)c3c4ccccc4n(C)c3c2=O)cc1 | 3
COCCNc1nc(=S)[nH]c2ccccc12 | -1
O=C(Nc1c2c(nn1-c1ccc([N+](=O)[O-])cc1)CS(=O)(=O)C2)c1cccc([N+](=O)[O-])c1 | 1
CCc1cccc(C)c1NC(=O)c1cc(S(=O)(=O)NC2CCCC2)ccc1F | -4
CC1CC(C)CN(C(=O)CSc2nc3ccsc3c(=O)n2Cc2ccccn2)C1 (centres undefined) | -11
CC1(C)CCN(Cc2ccccc2)C1CC#N (centres undefined) | -5
COc1cc(NC(=NS(=O)(=O)c2ccc(C)cc2)Nc2nc(C)cc(C)n2)c(OC)cc1Cl | -9
CC(O)c1nc2ccc(-c3ccc4nc(C(C)O)[nH]c4c3)cc2[nH]1 (centres undefined) | -2
